# HP1b binding inh: inhibitors of HP1-beta chromodomain binding to methylated histone tails; 390,000 compounds, 0.56% hits; P83916; AlphaScreen HP1-beta / biotin-H3K9me3 peptide binding; Potency, µM (doses to about 114 µM), for inactives: top-dose activity change, negative = inhibition, actives largely listed as inhibitors; AID 540317; note: nearly all actives have a fitted effect of over 70% in size; inactives centre near 23
#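 AlphaScreen: HP1-beta (50 nM) preformed 30 min with biotin-H3(1-18)K9me3 peptide (50 nM) in PBS pH 7.4, 0.01% Tween-20. Compound added for 30 min at RT, then streptavidin donor/nickel chelate acceptor beads (10 ug/mL) for 30 min.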
# ERG Ets-DNA blk: inhibitors of human ERG Ets domain-DNA interaction | 370,000 compounds, 0.028% hits | Potency, µM (titrated, usually from 76.9 µM), for the others: at the top dose FP activity, negative = inhibition, actives largely listed as inhibitors | P11308 | fluorescence polarization, His-ERG Ets domain / labelled DNA; active = well fitted inhibition curve with a large enough effect in the polarisation, with a control signal flat; inconclusive = small, poorly fitted or top-dose-only effect, or effect the other way, or a change in a side signal; inactive = no such curve, though single readings can be large or run the other way; the % refers to the polarisation;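 note: polarization taken with two DNA probes labelled with fluorescein and Texas red; % of control where 0% means no effect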
#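 His-tagged ERG Ets domain (1 uM in the protein solution; 300mM KCl, 50mM Tris-HCl, 1mM EDTA, 1mM DTT, pH 7.5) received compound, then a probe mix of 5 nM fluorescein-DNA and 100nM Texas-615-DNA. Fluorescence polarization was read for both dyes.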
# JMJD2A Tudor inh: blocks the human JMJD2A Tudor domain. AlphaScreen JMJD2A-Tudor / H3K4me3 peptide binding. Potency, µM (series often up to 114 µM), inactives show at the highest dose activity change, negative = inhibition, hits mostly inhibitors. 390,000 compounds, 4.4% hits. AID 504339; note: % is set by controls: 0 for no effect and ±100 for the full control effect; nearly all actives have a fitted effect of over 50% in size
# Target sequence (O75164 whole entry, looked up, the tested form may be a part): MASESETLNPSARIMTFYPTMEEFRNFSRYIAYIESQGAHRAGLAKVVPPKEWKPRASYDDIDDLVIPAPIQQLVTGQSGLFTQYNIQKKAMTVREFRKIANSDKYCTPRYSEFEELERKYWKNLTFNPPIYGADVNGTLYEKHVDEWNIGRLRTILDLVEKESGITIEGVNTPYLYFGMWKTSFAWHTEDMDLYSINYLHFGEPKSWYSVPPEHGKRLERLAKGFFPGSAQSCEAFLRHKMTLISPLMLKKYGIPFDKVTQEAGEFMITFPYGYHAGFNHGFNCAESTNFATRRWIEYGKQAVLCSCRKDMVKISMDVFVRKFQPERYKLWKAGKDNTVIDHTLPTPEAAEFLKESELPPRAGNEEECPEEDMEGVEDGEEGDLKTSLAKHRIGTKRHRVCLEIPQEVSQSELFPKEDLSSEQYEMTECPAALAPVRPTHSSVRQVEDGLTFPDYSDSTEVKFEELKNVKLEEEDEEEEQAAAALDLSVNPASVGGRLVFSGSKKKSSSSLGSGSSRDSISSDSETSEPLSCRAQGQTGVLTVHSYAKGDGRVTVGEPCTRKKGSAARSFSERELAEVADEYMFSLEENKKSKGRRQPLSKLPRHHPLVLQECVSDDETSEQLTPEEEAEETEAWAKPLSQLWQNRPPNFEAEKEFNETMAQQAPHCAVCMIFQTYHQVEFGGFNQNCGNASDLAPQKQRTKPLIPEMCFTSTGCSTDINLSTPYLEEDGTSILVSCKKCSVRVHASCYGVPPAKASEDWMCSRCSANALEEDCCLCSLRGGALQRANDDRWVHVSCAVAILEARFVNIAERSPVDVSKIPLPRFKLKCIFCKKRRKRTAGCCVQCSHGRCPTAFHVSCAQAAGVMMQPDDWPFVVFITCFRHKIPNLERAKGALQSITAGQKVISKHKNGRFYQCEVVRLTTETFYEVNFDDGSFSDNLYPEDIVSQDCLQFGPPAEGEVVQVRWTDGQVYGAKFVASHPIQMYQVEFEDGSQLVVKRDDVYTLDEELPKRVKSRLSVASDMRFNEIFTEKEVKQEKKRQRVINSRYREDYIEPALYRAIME
# RGS4 inh: blocks human RGS4-accelerated GTP hydrolysis | Potency, µM (titrated, usually from 114 µM), for the others: at the top dose activity change, negative = inhibition, usual class: inhibitors | P49798 | Transcreener GDP fluorescence polarization, RGS4-accelerated GTP hydrolysis | AID 504845 | 390,000 compounds, 0.039% hits; note: % is set by controls: 0 for no effect and ±100 for the full control effect; nearly all actives have a fitted effect of over 75% in size; some results filed as inactive show a strong effect at the top dose
#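 MLSMR compounds (23 nl, pin-transferred) preincubated 10 min at room temperature with a 500nM (2x) first reagent, then RGS4 at 900nM (2x) plus Transcreener GDP mix added; fluorescence polarization (620/688 nm) read before and after 90 min at 30 °C.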
# Tb PGK inh: T. brucei PGK inhibition | P07378 | PGK/GAPDH coupled, Kinase-Glo luminescence, 60 min | Potency, µM (doses to about 57.5 µM), for inactives: at the top dose activity change, negative = inhibition, actives largely listed as inhibitors | 380,000 compounds, 0.043% hits; note: % is set by controls: 0 for no effect and ±100 for the full control effect; nearly all actives have a fitted effect of over 60% in size
#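 Recombinant glycosomal PGK reaction used 1,3-bisphosphoglycerate generated in-well by GAPDH (100nM final) in 100mM TEA pH 7.6, 5mM MgCl2, 0.01% Tween-20. After 60 minutes at room temperature, ATP was read by Kinase-Glo Plus luminescence end-point.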
# ALOX12 inh: ALOX12 (human) lipoxygenase inhibition | 580,000 compounds, 1.1% hits | purified 12hLO, xylenol orange hydroperoxide absorbance | P18054 | Potency, µM (series often up to 108 µM), for inactives: at the highest dose activity change, negative = inhibition, usual class: inhibitors; note: % is set by controls: 0 for no effect and ±100 for the full control effect
#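 Purified human 12hLO (150 nM final) in 25 mM Hepes, 0.01% Triton X-100, pH 7.0 was preincubated 15 min at room temperature with compound. Then 40 uM arachidonic acid was added, 30 min. Hydroperoxide was read by Fe-XO absorbance ratio 573/405 nm.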
# Pin1 inhibitor: inhibitors of human Pin1. Pin1 FP peptide displacement, HiFluor488, 10 min. Potency, µM (top dose mostly 115 µM), for the others: top-dose activity, negative = inhibition, most hits filed as inhibitors. 390,000 compounds, 0.009% hits. AID 504891; active = well fitted inhibition curve with a large enough effect in the polarisation, with a control signal flat, not every such curve was filed as active; inconclusive = small, poorly fitted or top-dose-only effect, or effect the other way, or a change in a side signal; inactive = no such curve, though single readings can be large or run the other way; the % refers to the polarisation; note: % is set by controls: 0 for no effect and ±100 for the full control effect
# TrxR1 inh: rat TrxR1 inhibition. O89049. recombinant rTrxR1, NADPH fluorescence consumption, selenite substrate. Potency, µM (doses to about 114 µM), for inactives: at the top dose activity change, negative = inhibition, usual class: inhibitors. 390,000 compounds, 1% hits; note: % is set by controls: 0 for no effect and ±100 for the full control effect; nearly all actives have a fitted effect of over 65% in size
#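 Rat TrxR1 (90 nM in the dispensed reagent) was pre-reduced with 400 uM NADPH for 5 min at room temperature, then incubated with compound for 15 min. After 400 uM selenite was added, NADPH fluorescence (Ex 340/Em 450 nm) was followed for 8 min.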
# GLS inh: inhibitors of human glutaminase (GLS); O94925; GLS enzymatic activity, qHTS titration; Potency, µM (series often up to 45.5 µM), for inactives: top-dose activity change, negative = inhibition, actives largely listed as inhibitors; 410,000 compounds, 0.21% hits; note: % is set by controls: 0 for no effect and ±100 for the full control effect
#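 hKGA in 45 mM KH2PO4 (pH 8.2), 0.02% Tween-20 with compound, then 1mM L-Glutamine (stock as added) plus glutamate oxidase/HRP/Amplex red coupling mix. Fluorescence read initially and after 30 min at RT; signal change reflects glutamate formation.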
# * = called active by the depositor; i = inactive; u = inconclusive; x = not tested or not shown; [ ] = remark or other dose. Unless noted, calls come from the whole dose curve; as a rule, active = well fitted curve in the direction sought with a large enough effect; inconclusive = small, poorly fitted or top-dose-only effect, or another doubt; inactive = no such curve, though single readings can be large; an effect the other way counts as inactive or inconclusive. Potency is the fitted concentration of half-maximal effect. This is a subset, so the mix of outcomes need not match the whole.
SMILES,HP1b binding inh,ERG Ets-DNA blk,JMJD2A Tudor inh,RGS4 inh,Tb PGK inh,ALOX12 inh,Pin1 inhibitor,TrxR1 inh,GLS inh
CN(c1ccccc1)S(=O)(=O)c1cccc(C(=O)Nc2nn[nH]n2)c1,-16%,-8%,u,7%,-4%,u,4%,20%,10%
CN(C(=O)c1ccc(-c2ccccc2)cc1)C1CCCCC1,28%,0%,9%,11%,-1%,11%,-2%,23%[57.1 µM],-4%
Cc1ccc(C(=O)N/C(=C/c2ccccc2)C(=O)NCC2CCCO2)cc1 (stereo unspecified),51%[activator],11%,-5%,-16%,-8%,u,-1%,27%[57.1 µM],1%
CCC(NC(=O)OC(C)(C)C)C(=O)Oc1ccc2c3c(c(=O)oc2c1)CCC3 (stereo unspecified),20%,-8%,-13%,7%,-1%,-14%,u,u,31%
CNc1nc(C(=O)O)nc(N2CCOCC2)n1,-15%,-5%,4.5µM*,14%,x,14%,0%,21%,1%
CCOC(=O)c1ccccc1NC(=O)CSc1nc2ccccc2n1CC(=O)N1CCCC1,4%,-8%,-4%,29%,x,-16%,u,13%,4%
O=C(COc1ccccc1F)Nc1nnc(C2CCCC2)s1,43%[activator],2%,-8%,9%,1%,-1%,-5%,29%,1%
CC(C)(C)C(=O)NC(n1cnc2c(N3CCOCC3)ncnc21)C(Cl)(Cl)Cl (stereo unspecified),16%,2%,-12%,-3%,-5%,11%,-3%,25%[57.1 µM],-6%
COc1cccc(-c2c(-c3cc(OC)cc(OC)c3)n(C)c3ccc(-c4ccc5cc[nH]c5c4)cc23)c1,13%,16%,-26%,9%,-3%,-14%,50%[activator],31%[activator],0%
CCN(CCNC(=O)Nc1ccc(Cl)cc1)c1ccccc1,-2%,-2%,u,10%,2%,u,7%,5%[57.1 µM],28%
O=C1CC(C(=O)N2CCOCC2)C2(CCCCC2)O1 (stereo unspecified),14%,x,0%,1%,-3%[11.5 µM],-2%,-2%,-1%,0%
O=C(NCC(O)c1ccc([N+](=O)[O-])cc1)c1cccc(S(=O)(=O)N2CCOCC2)c1 (stereo unspecified),18%,-1%,-7%,16%,-1%,0%,7%,24%,13%
N#Cc1ccccc1NC(=O)COC(=O)/C=C/c1ccc(S(=O)(=O)N2CCOCC2)cc1,15%,-2%,-19%,-12%,-6%,8%,1%,19%,1%
COc1cc2ncnc(NCc3cc(F)ccc3F)c2cc1OC,19%,15%,-6%,-13%,-8%,-13%,1%,3%[57.1 µM],71%[activator]
CCn1c(CCl)nc2cc(S(=O)(=O)N3CCOCC3)ccc21,1%,13%,u,5%,-3%,-22%,-2%,-38%,185%[activator]
CC1CCN(C(=O)c2ncn(Cc3ccccc3)c2C(=O)N2CCC(C)CC2)CC1,24%,-9%,-17%,8%,-4%,1%,-5%,22%[57.1 µM],-1%
C=CCn1c(SCC(=O)NCCO)nc2sc(C)c(C)c2c1=O,18%,-3%,-11%,31%,13%,-1%,4%,2%[57.1 µM],14%
CN(CCc1ccccn1)C(=O)Nc1ccc(C(C)(C)C)cc1,32%,3%,-3%,3%,-6%,157%[activator],0%,-8%[57.1 µM],-6%
CC(C)(C)c1ccc(C(=O)Nc2sc3c(c2C#N)CCC(C(C)(C)C)C3)cc1 (stereo unspecified),12%,4%,1%,0%,-2%,-4%,-2%,3%,-13%
COc1cccc(C2CC(=O)Nc3c2c(=O)n(C)c2ncnn32)c1OC (stereo unspecified),6%,-7%,-3%,-8%,-1%,u,0%,-2%,-15%
C=CCc1cc(C=O)cc(OC)c1OCc1ccc(Cl)cc1,202%[activator],7%,119%[activator],-11%,-5%,u,4%,8%[57.1 µM],0%
CN1CC[n+]2cnc3ccccc3c21,16%,2%,-5%,-15%,0%,u,-13%,-6%[57.1 µM],10%
COc1cc(Nc2ncnc(N)n2)cc(OC)c1,31%[activator],2%,5%,-23%,i,1%,2%,20%[57.1 µM],7%
O=C(O)C1CC(=O)N(c2ccc(OCc3ccccc3Cl)cc2)C1 (stereo unspecified),31%,1%,-4%,-1%,-7%,21%,0%,-14%,-6%
COc1ccc2nc(Nc3nc(-c4cc5ccccc5oc4=O)cs3)sc2c1,32%,-1%,-8%,-4%,i,-1%,43%[activator],-1%,-7%

# Continued.
SMILES,HP1b binding inh,ERG Ets-DNA blk,JMJD2A Tudor inh,RGS4 inh,Tb PGK inh,ALOX12 inh,Pin1 inhibitor,TrxR1 inh,GLS inh
CN(c1ccccc1)S(=O)(=O)c1ccc(C(=O)NCc2ccco2)cc1,-11%,13%,u,-8%,-6%,-1%,2%,-9%,-3%
O=c1[nH]cnc2ncc(-c3ccc(O)cc3)nc12,22%,-21%,79µM*,-2%,-8%,u,8%,19%[57.1 µM],-11%
O=C(CCS(=O)(=O)Cc1ccccc1)NC1CCCCC1,18%,-13%,1%,21%,5%,25%,1%,11%,-2%
CCC1(CC)SCCNC1=O,37%,-16%,-5%,-46%,0%,-23%,-2%,7%[11.4 µM],-8%
CCN(CC)C(=O)Cn1cc(C(=O)C(=O)NCCCn2ccnc2)c2ccccc21,4%,-1%,-10%,-11%,-4%,-3%,u,15%[57.1 µM],-4%
CN(C(=O)CSc1nnc(C(F)(F)F)n1N)C1CCS(=O)(=O)C1 (stereo unspecified),24%,-27%,9%,-19%,-8%,0%,-1%,4%,-12%
Cc1nc(-c2ccc(F)cc2)sc1CCNC(=O)c1ccccc1,18%,-5%,-16%,3%,-7%,-26%,-4%,29%[57.1 µM],4%
O=C(Nc1cc(Cl)cc(Cl)c1)Nc1cnccn1,16%,2%,0%,24%,-9%,0%,-1%,30%,-5%
COCCNC(=O)/C(C#N)=C/c1ccc(N2CCOCC2)o1,7%,-3%,-5%,-35%,-6%,u,u,u,24%
CCCCn1c(/N=C/c2cc(OC)ccc2O)nc2ccccc21,28%,-4%,2%[11.4 µM],-10%[11.4 µM],-1%,0%,-5%,-5%,40%[activator]
COC(=O)c1ccc(NC(=O)c2ccccc2SC)cc1,10%,2%,-17%,19%,-5%,u,0%,8%,-3%
CC1CCN(C(C(=O)O)c2ccccc2)CC1 (stereo unspecified),39%[activator],-2%,1%,6%,1%,-14%,-8%,-5%[57.1 µM],-3%
O=C(CN1CCN(c2ncccn2)CC1)NCc1ccccc1,37%,-1%,-13%,38%,5%,6%,-4%,-7%,15%
O=C(Nn1c(-c2ccccc2)nc2ccccc2c1=O)c1ccco1,54%[activator],8%,3%,11%,i,5%,-1%,-18%,-1%
COc1ccc(OCc2nnc(-c3ccccc3)o2)cc1,80%[activator],-2%,23%,-24%,-8%,0%,0%,11%,11%
COC(=O)NCC(c1cccnc1)N1CCN(c2ccc(F)cc2)CC1 (stereo unspecified),u,2%,-22%,5%,1%,-12%,4%,20%[11.4 µM],20%
Cc1ccc2[nH]cc(C(=O)CN3CCOCC3)c2c1,3%,-2%,-10%,-27%,-6%,0%,0%,2%,-18%
Cc1ccc(S(=O)(=O)N(Cc2cccnc2)Cc2cc3ccccc3[nH]c2=O)cc1,17%,8%,-11%,-3%,-3%,-9%,-1%,-10%,-2%
CCc1nc2nc(C)cc(Nc3ccc(OC)cc3OC)n2n1,18%,4%,-1%,1%,1%,-2%,4%,1%,23%
Cc1cc([N+](=O)[O-])nn1CC(=O)NC1CCCCC1,11%,-12%,-3%,-1%,0%,-13%,-1%,-22%,-7%

# An excerpt of these results, tab-delimited:
canonical_smiles	HP1b binding inh	ERG Ets-DNA blk	JMJD2A Tudor inh	RGS4 inh	Tb PGK inh	ALOX12 inh	Pin1 inhibitor	TrxR1 inh	GLS inh
CN(C(=O)CSc1nnc(C(F)(F)F)n1N)C1CCS(=O)(=O)C1 (stereo unspecified)	24%	-27%	9%	-19%	-8%	0%	-1%	4%	-12%
Cc1nc(-c2ccc(F)cc2)sc1CCNC(=O)c1ccccc1	18%	-5%	-16%	3%	-7%	-26%	-4%	29%[57.1 µM]	4%
O=C(Nc1cc(Cl)cc(Cl)c1)Nc1cnccn1	16%	2%	0%	24%	-9%	0%	-1%	30%	-5%
COCCNC(=O)/C(C#N)=C/c1ccc(N2CCOCC2)o1	7%	-3%	-5%	-35%	-6%	u	u	u	24%
CCCCn1c(/N=C/c2cc(OC)ccc2O)nc2ccccc21	28%	-4%	2%[11.4 µM]	-10%[11.4 µM]	-1%	0%	-5%	-5%	40%[activator]
COC(=O)c1ccc(NC(=O)c2ccccc2SC)cc1	10%	2%	-17%	19%	-5%	u	0%	8%	-3%
CC1CCN(C(C(=O)O)c2ccccc2)CC1 (stereo unspecified)	39%[activator]	-2%	1%	6%	1%	-14%	-8%	-5%[57.1 µM]	-3%
O=C(CN1CCN(c2ncccn2)CC1)NCc1ccccc1	37%	-1%	-13%	38%	5%	6%	-4%	-7%	15%
O=C(Nn1c(-c2ccccc2)nc2ccccc2c1=O)c1ccco1	54%[activator]	8%	3%	11%	i	5%	-1%	-18%	-1%
COc1ccc(OCc2nnc(-c3ccccc3)o2)cc1	80%[activator]	-2%	23%	-24%	-8%	0%	0%	11%	11%

# Source: PubChem BioAssay (National Center for Advancing Translational Sciences (NCATS))
